# High-throughput results deposited in PubChem BioAssay by National Center for Advancing Translational Sciences (NCATS).
# L3MBTL1 inh = L3MBTL1 (human) inhibition | AlphaScreen L3MBTL1–H3K9me1 peptide binding | Potency, µM (doses to about 57.1 µM), inactives show at the highest dose activity, negative = inhibition, actives largely listed as inhibitors | 0.66% of 230,000 active | AID 485360; also: % is scaled to controls: 0 for no effect and ±100 for the full control effect; nearly all actives have a fitted effect of over 60% in size
#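 AlphaScreen proximity signal between nickel-chelate acceptor and streptavidin donor beads (final 10 ug/mL) reports binding of 50 nM L3MBTL1 to 75 nM biotin-H3 K9me1 peptide; complex incubated with compounds 30 min at room temperature; cefsulodin titration as control.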
# Tau fluor cs = counter-screen for tau fibril formation inhibitors | tau K18 P301L Alexa594 fluorescence, heparin fibrillization | Potency, µM (top dose mostly 57.7 µM), without a hit: top-dose activity change, negative = decrease | 0.93% of 280,000 active | AID 1463; also: % is scaled to controls: 0 for no effect and ±100 for the full control effect; nearly all actives have a fitted effect of over 55% in size
#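 Human tau K18 P301L (15 uM unlabeled, 0.24 uM Alexa 594-labeled) in 100 mM sodium acetate pH 7 with 20 uM heparin, 6 hr at 37 C. ThT 30 uM added, 1 hr ambient; Alexa 594 FP and total fluorescence read at 555/632 nm.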
# HTT ATP protect = protects HTT-Q103 PC12 cells, measured by ATP | 0.14% of 230,000 active | Potency, µM (highest dose often 56.4 µM), for the others: cytoprotection (ATP increase), usual class: activators | PC12 HTT-Q103 induced, cytoprotection, ATP luminescence, 40 h;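 also: % of control where 0% means no effect; nearly all actives have a fitted effect of over 45% in size; toxic huntingtin expression switched on by the ecdysone agonist tebufenozide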
#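 Readout: ATPlite luminescence (ATP level). Model: stable PC12, inducible Htt exon1 Q103-GFP. Inducer: tebufenozide, 100 nM final. Compounds: dose series. No G418 in medium.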
# Tau ThT inhib = inhibitors of human tau fibril formation, thioflavin T binding | P10636 | recombinant tau K18 P301L (four-repeat tau fragment), heparin-induced fibrillization, ThT fluorescence | 2.1% of 270,000 active | Potency, µM (titrated, usually from 57.4 µM), without a hit: at the top dose activity, negative = inhibition, hits mostly inhibitors; also: % is scaled to controls: 0 for no effect and ±100 for the full control effect; nearly all actives have a fitted effect of over 55% in size
# Target sequence (P10636 561-689 P618L limits assumed): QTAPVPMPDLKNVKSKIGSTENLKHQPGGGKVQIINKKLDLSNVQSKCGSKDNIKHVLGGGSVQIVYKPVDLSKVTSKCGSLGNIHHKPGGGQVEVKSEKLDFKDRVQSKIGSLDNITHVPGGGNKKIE
#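 Recombinant human tau K18 fragment […] carrying P301L, 15 uM unlabeled plus 0.24 uM Alexa 594-labeled, was fibrillized with 20 uM heparin in 100 mM sodium acetate pH 7 for 6 hr at 37 C; 30 uM ThT fluorescence read after 1 hr.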
# Tau FP inhib = blocks human tau fibril formation measured by polarization; P10636; K18 P301L tau heparin fibrillization, Alexa594 FP, 6 h; 0.39% of 280,000 active; Potency, µM (series often up to 57.7 µM), inactives show at the highest dose activity, negative = inhibition, most hits filed as inhibitors; AID 1468; also: % is scaled to controls: 0 for no effect and ±100 for the full control effect; nearly all actives have a fitted effect of over 55% in size
#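 Human K18 P301L fragment (15 uM unlabeled plus 0.24 uM Alexa 594-labeled) in 100 mM sodium acetate pH 7 with compound, aggregation induced by 20 uM heparin for 6 hr at 37 C. ThT (30 uM) added for 1 hr, then Alexa 594 FP read.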
# TexasRed fluor = alters Texas Red total fluorescence, flagging assay interference; AID 1479; Potency, µM (series often up to 106 µM), for the others: at the top dose fluorescence change, negative = quenching; TRb/SRC2 Texas Red total fluorescence interference; 0.29% of 280,000 active; active = well fitted curve in either direction with a large enough effect; inconclusive = small, poorly fitted or top-dose-only effect; also: % is scaled to controls: 0 for no effect and ±100 for the full control effect
#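 Human TRb ligand-binding domain at 0.6 uM with 20 nM Texas Red SRC2 peptide in Tris buffer containing 1 uM T3 and 5% DMSO, incubated with compound 5 h at ambient temperature. Total fluorescence (555/632 nm) calculated as parallel + 2 × perpendicular.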
# TRb-SRC2 inh = inhibitors of human thyroid hormone receptor beta-SRC2 interaction; P10828; TRbeta-SRC2 peptide binding, fluorescence polarization; receptor liganded with 1 µM T3; Potency, µM (highest dose often 106 µM), for the others: top-dose activity change, negative = inhibition, actives largely listed as inhibitors; 0.065% of 280,000 active;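 also: plate controls were bound peptide for no effect and peptide without receptor for full effect; nearly all actives have a fitted effect of over 50% in size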
# Target sequence (P10828 whole entry, looked up): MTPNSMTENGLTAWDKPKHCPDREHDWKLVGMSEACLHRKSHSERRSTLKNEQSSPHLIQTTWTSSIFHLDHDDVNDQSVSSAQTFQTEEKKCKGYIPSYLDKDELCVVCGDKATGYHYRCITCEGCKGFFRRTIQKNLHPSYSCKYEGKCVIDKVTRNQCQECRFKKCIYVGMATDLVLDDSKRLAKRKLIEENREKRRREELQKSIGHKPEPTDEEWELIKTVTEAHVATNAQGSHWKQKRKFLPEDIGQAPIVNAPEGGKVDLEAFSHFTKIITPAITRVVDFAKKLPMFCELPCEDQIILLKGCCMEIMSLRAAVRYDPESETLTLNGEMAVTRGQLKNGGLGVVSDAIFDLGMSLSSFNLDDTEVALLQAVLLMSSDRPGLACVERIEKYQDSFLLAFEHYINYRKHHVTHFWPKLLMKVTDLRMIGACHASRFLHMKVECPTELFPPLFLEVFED
#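 Assay buffer: 20 mM Tris-HCl, 100 mM NaCl, 10% glycerol, 1 mM EDTA, 0.01% NP-40, 1 mM DTT, 1 uM T3, 5% DMSO; TRb LBD 0.6 uM, Texas Red SRC2 20 nM; FP after 5 hr.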
# RECQ1 inh = inhibitors of human RECQ1 DNA helicase. P46063. RECQ1 DNA unwinding, red fluorescence kinetic read. Potency, µM (doses to about 57.3 µM), for the others: at the top dose activity, negative = inhibition, usual class: inhibitors. 0.54% of 240,000 active. AID 2549;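 also: plate controls were vehicle for no effect and no enzyme for full effect; nearly all actives have a fitted effect of over 30% in size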
#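 RECQ1T1 50 nM; forked duplex (20 bp + 30-nt ss tails) 200 nM, ATP 2 mM final; pH 8.0, 2 mM MgCl2, 2.5 ug/ml poly(dI-dC); 15 min compound preincubation; discontinuous kinetic read over 2 h at RT.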
# Numbers without * were called inactive; i = inactive; ? = inconclusive; . = no result given; [ ] = dose if it differs, or a comment. Unless noted, calls follow the shape of the dose curve; as a rule, active = well fitted curve in the direction sought with a large enough effect; inconclusive = small, poorly fitted or top-dose-only effect, or another doubt; inactive = no such curve, though single readings can be large; an effect the other way counts as inactive or inconclusive. Potency is read from the fitted curve at half-maximal effect. Some of the compounds tested; rates above refer to the full screens.
SMILES,L3MBTL1 inh,Tau fluor cs,HTT ATP protect,Tau ThT inhib,Tau FP inhib,TexasRed fluor,TRb-SRC2 inh,RECQ1 inh
O=[N+]([O-])c1ccc(NCCNS(=O)(=O)c2ccccc2)c(C(F)(F)F)c1,-5%,-21%,-24%,-8%,-7%,1%,7%,-4%
COc1ccc(Cc2nnc(SCC(=O)NC3CCCCC3)n2C)cc1,.,2%,-4%,-5%,-5%,-5%,-5%,i
COC(=O)C1(CC(C)C)C=C2C(=C(C)C(=O)C2C)CN1 (centres undefined),.,-13%,-3%,-13%,-15%,-2%,4%,-3%
O=C(Nc1ccccc1N1CCOCC1)c1ccccc1[N+](=O)[O-],1%,3%,-5%,3%,6%,0%,8%,0%
O=C(c1cc(Cl)cc(Cl)c1)N1CCN(c2cc(C(F)(F)F)nc3ccccc23)CC1,11%,-20%,-1%[10 µM],-18%,?,-3%,6%,-1%
CCOC(=O)c1c(C)[nH]c(C)c1S(=O)(=O)N1CCC(C(=O)Nc2ccc(C)c(N(C)C)c2)CC1,.,-14%,.,2%,7%,0%,11%,.
CC(C)C[C@@H](CC(=O)N[C@@H](CCC(=O)O)CC(=O)O)NC(=O)[C@@H]1CNCC[C@H]1NC(=O)C[C@@H](NC(=O)C[C@H](CO)NC(=O)[C@@H]1CCCC[C@H]1N)C(C)C,.,0%,7%[1.9 µM],-5%,-2%,-2%,-1%,-5%
CCc1ccccc1NC(=O)CSc1nc2c(oc3ccccc32)c(=O)n1-c1ccccc1F,.,-20%,.,-7%,?,-3%,3%,.
COc1cc(C2C(C#N)=C(N)Oc3cc(C)oc(=O)c32)cc(OC)c1OC (centres undefined),6%,-12%,1%[10 µM],-12%,-2%,-1%,5%,i
Nc1ccc(C(=O)OCC(=O)NC2CCS(=O)(=O)C2)cc1[N+](=O)[O-] (centres undefined),11%,-5%,7%[10 µM],-8%,5%,1%,1%,17%
COc1ccccc1CNC(=O)CS(=O)Cc1nc(-c2ccccc2C)oc1C (centres undefined),.,-12%,-20%,?,8%,-2%,-8%,-3%
Clc1ccc(C2=NN=C3COc4ccccc4N3C2)cc1,1%,3%,14%[10 µM],-2%,1%,-1%,-3%,0%
O=c1cc(CO)oc(CN2CCN(c3cccc(C(F)(F)F)c3)CC2)c1O,.,-5%,-4%,-9%,3%,0%,-16%,i
Cc1cccc(NC(=O)CCN2CCN(c3ccccc3F)CC2)c1,.,1%,.,1%,-3%,?,3%,.
Cc1ccc(CSc2nc3ccc(NC(=O)COc4ccc(F)cc4)cc3s2)cc1,.,-3%,.,-5%,-10%,7%,2%,.
COc1ccc(-c2cc(C(=O)Nc3sc4c(c3C(N)=O)CCC(C)C4)no2)cc1 (centres undefined),.,-10%,.,?,-12%,8%,0%,.
Fc1cccc(COc2ccccc2CNc2ccccc2)c1,40%[activator],-30%,-18%[10 µM],-12%,8%,-2%,-17%,-12%
Cc1cccc(OCc2nnc(SCc3nc4ccccc4c(=O)[nH]3)o2)c1,.,0%,-19%,-4%,-9%,0%,-1%,-5%
Cc1ccc(-n2nc(C)c(Sc3ccccc3[N+](=O)[O-])c2N)cc1,-20%,-29%,.,?,-3%,-2%,0%,-4%
Cc1ccccc1OCC(=O)OCC(=O)c1ccc(OC(=O)c2ccccc2)cc1,3%,-11%,-1%,?,-2%,-1%,5%,-8%
COC(=O)C1=C(C)N(C2CCCCC2)C(=O)C1,3%,-2%,-6%,-16%,2%,0%,-1%,-6%
Cc1ccc(-n2c(C)cc(/C=C3\NC(=O)NC3=O)c2C)c(C)c1,-7%,?,.,?,-12%,-4%,-1%,-2%
Cc1cc(NC(=O)c2ccc3c(c2)C(=O)N(C(C)(C)C)C3=O)no1,.,-19%,-30%,-16%,-2%,-2%,0%,-8%
CS(=O)(=O)N1CCC(C(=O)Nc2ccc(Oc3ccccc3)cc2)CC1,7%[11.4 µM],0%,-5%[0.074 µM],-10%,11%,-3%,-1%,?
Cc1cccc(CNC(=O)c2ccc(Cn3c(=O)c4cccn4c4cccnc43)cc2)c1,.,-10%,.,11%,-7%,-1%,-8%,.

# Structures listed so far that have an NH in an aromatic ring, in the order listed:
SMILES,L3MBTL1 inh,Tau fluor cs,HTT ATP protect,Tau ThT inhib,Tau FP inhib,TexasRed fluor,TRb-SRC2 inh,RECQ1 inh
CCOC(=O)c1c(C)[nH]c(C)c1S(=O)(=O)N1CCC(C(=O)Nc2ccc(C)c(N(C)C)c2)CC1,.,-14%,.,2%,7%,0%,11%,.
Cc1cccc(OCc2nnc(SCc3nc4ccccc4c(=O)[nH]3)o2)c1,.,0%,-19%,-4%,-9%,0%,-1%,-5%

# Rewritten as labelled records: 2 of the compounds above.
> COc1ccc(Cc2nnc(SCC(=O)NC3CCCCC3)n2C)cc1
  L3MBTL1 inh = .
  Tau fluor cs = 2%
  HTT ATP protect = -4%
  Tau ThT inhib = -5%
  Tau FP inhib = -5%
  TexasRed fluor = -5%
  TRb-SRC2 inh = -5%
  RECQ1 inh = i

> COC(=O)C1(CC(C)C)C=C2C(=C(C)C(=O)C2C)CN1 (centres undefined)
  L3MBTL1 inh = .
  Tau fluor cs = -13%
  HTT ATP protect = -3%
  Tau ThT inhib = -13%
  Tau FP inhib = -15%
  TexasRed fluor = -2%
  TRb-SRC2 inh = 4%
  RECQ1 inh = -3%

# Later entries:
SMILES,L3MBTL1 inh,Tau fluor cs,HTT ATP protect,Tau ThT inhib,Tau FP inhib,TexasRed fluor,TRb-SRC2 inh,RECQ1 inh
CCN1CCN(CCCNC(=O)c2cnn(-c3ccc(OC)cc3)c2C2CCN(C(=O)OC(C)(C)C)CC2)CC1,.,-2%,.,1%,-2%,2%,1%,.
CN(CCC#N)C(=S)NC(=O)c1ccc(S(=O)(=O)N2CCOCC2)cc1,2%,6%,.,7%,-3%,0%,2%,13%
CCn1c2ccccc2c2cc(/C=N/NC(=O)c3ccc(O)cc3)ccc21,1%,10µM*[quencher],0%[10 µM],?,?,0%,-3%,-2%
O=C1C(=O)c2ccccc2C(O)=C1c1cccc([N+](=O)[O-])c1,-12%,-19%,-6%[10 µM],?,-9%,-2%,-2%,35%
COc1cc(C=O)ccc1OCCOCCOc1cc(C)ccc1Cl,16%,-9%,0%,-7%,-11%,-4%,-2%,-3%
COc1ccc(CNC(=O)C(=O)Nc2c3c(nn2-c2ccccc2)CSC3)cc1,.,8%,.,0%,-1%,-3%,5%,.
Cc1ccc([N+](=O)[O-])cc1NC(=O)CN(C1CCCCC1)S(=O)(=O)c1ccc(Cl)cc1,5%[11.4 µM],?,-5%[10 µM],-12%,-11%,-2%,-9%,-4%
C=C1c2cc3c(cc2NC(=S)N1Cc1ccccc1)OCO3,29%,?,-10%[10 µM],?,-3%,-2%,-6%,0%
CCN(CC)c1ccc(NC(=O)C2CCCN(S(=O)(=O)c3cnc[nH]3)C2)c(C)c1 (centres undefined),.,-9%,7%,-8%,-5%,1%,-8%,-8%
Cc1cccc(C)c1N(CC(=O)N/N=C/c1cc(Br)c(C)o1)S(C)(=O)=O,7%,-19%,8%[10 µM],-10%,4%,-2%,-3%,-1%
CCOc1ccc(C(C)=O)cc1CN1C(=O)NC2(CCCCCCC2)C1=O,8%,-7%,-35%,-7%,3%,1%,-7%,-2%
COC(=O)c1ccc(NC(=O)Cn2nc(-c3ccncc3)nc2SCC(=O)Nc2nccs2)cc1,1%,-18%,25%,0%,5%,-7%,4%,-1%
CCn1c(SCC(N)=O)nc2c(c1=O)C1(CCCC1)Cc1ccccc1-2,.,-16%,-16%,-10%,-1%,0%,-13%,-25%
Cc1cc(OCC(=O)Nc2ccc(C(=O)OC3CCCCC3)cc2)ccc1Cl,.,-7%,.,-11%,-15%,-18%,-2%,.
Cc1ccc(C2C=C(c3ccccc3)Nc3nc(N4C(=O)CCC4=O)nn32)cc1 (centres undefined),-5%[11.4 µM],-9%,-70%[inhibitor],-5%,0%,-4%,2%,i
CC(C)N1C(=O)S/C(=C/c2cccnc2)C1=O,0%,0%,-17%,-10%,0%,1%,11%,2%
Cc1cc(-c2csc(NC(=O)c3ccc(=O)n(C)n3)n2)c(C)n1CC1CCCO1 (centres undefined),-4%,-1%,-27%[10 µM],-11%,4%,4%,-4%,?
COc1cc(CNCCc2ccc(S(N)(=O)=O)cc2)ccc1OCc1ccc(Cl)cc1,-3%,-13%,-6%,-9%,9%,-1%,-6%,i
O=c1oc2ccccc2n1CCCOc1ccccc1Cl,.,-17%,.,-12%,-10%,-1%,3%,.
CC(C(=O)Nc1ccc(OC(F)(F)F)cc1)N1Cc2ccccc2C1=O (centres undefined),.,-15%,.,3%,-7%,?,-6%,.
COc1ccccc1/C=N/Nc1cc(C)nc(N2CCOCC2)n1,.,?,-3%[10 µM],.,14%,-3%,15%,-10%
CO/N=C/C(=N\Nc1cc(OC)cc(OC)c1)C(=O)c1ccccc1,-10%,-28%,0%[10 µM],?,-8%,-5%,-2%,i
CN(C)Cc1ccc(O)c(CCc2ccccc2)n1,9%,-1%,-5%[10 µM],-3%,0%,-2%,-10%,i
COc1cccc(CNC(=O)CSC2=Nc3ccccc3C3=NC(C)C(=O)N23)c1OC (centres undefined),.,-4%,.,-4%,-3%,0%,-1%,.

# Retrieved by compound from the list above:
SMILES,L3MBTL1 inh,Tau fluor cs,HTT ATP protect,Tau ThT inhib,Tau FP inhib,TexasRed fluor,TRb-SRC2 inh,RECQ1 inh
O=c1oc2ccccc2n1CCCOc1ccccc1Cl,.,-17%,.,-12%,-10%,-1%,3%,.
O=C1C(=O)c2ccccc2C(O)=C1c1cccc([N+](=O)[O-])c1,-12%,-19%,-6%[10 µM],?,-9%,-2%,-2%,35%
Cc1cccc(C)c1N(CC(=O)N/N=C/c1cc(Br)c(C)o1)S(C)(=O)=O,7%,-19%,8%[10 µM],-10%,4%,-2%,-3%,-1%
